CHRM5 agonist: CHRM5 agonism in calcium assay; P08912; CHO-K1 hM5 cells, Fluo-8 calcium fluorescence; 0% DMSO wells, 100% maximal acetylcholine response; activation, % at 3 µM; hit rate 0.19% among 360,000; AID 624037;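 active means activation above the run's mean over test compounds plus 3 SD, cut at about 23% in these data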;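 further: signal is peak over basal fluorescence ratio across the kinetic read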
Target sequence (P08912 whole entry, looked up): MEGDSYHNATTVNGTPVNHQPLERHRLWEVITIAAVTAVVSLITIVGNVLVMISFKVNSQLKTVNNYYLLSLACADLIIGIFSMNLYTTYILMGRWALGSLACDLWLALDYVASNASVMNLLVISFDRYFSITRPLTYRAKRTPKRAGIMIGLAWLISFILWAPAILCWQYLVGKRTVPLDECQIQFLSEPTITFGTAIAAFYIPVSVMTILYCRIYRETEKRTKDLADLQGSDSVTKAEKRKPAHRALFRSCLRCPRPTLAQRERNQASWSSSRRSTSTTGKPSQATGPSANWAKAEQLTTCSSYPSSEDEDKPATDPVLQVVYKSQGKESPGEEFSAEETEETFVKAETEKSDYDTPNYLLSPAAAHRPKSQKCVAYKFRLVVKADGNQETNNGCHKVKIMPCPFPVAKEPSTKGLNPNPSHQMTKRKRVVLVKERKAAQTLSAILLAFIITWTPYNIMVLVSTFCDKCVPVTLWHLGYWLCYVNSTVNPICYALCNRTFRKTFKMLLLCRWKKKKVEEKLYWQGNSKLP
CHRM4 PAM: potentiates acetylcholine response at human M4 receptor. P08173. activation, % at 3 µM. CHO-K1 hM4/Gqi5, Fluo-8 calcium fluorescence, ACh EC20; 0% = ACh EC20, 100% = maximal ACh. hit rate 0.4% among 360,000;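 active means activation above its plate's cutoff, the mean activation of sample wells plus 3 SD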; further: some results filed as inactive read as strong as hits
Target sequence (P08173 whole entry, looked up): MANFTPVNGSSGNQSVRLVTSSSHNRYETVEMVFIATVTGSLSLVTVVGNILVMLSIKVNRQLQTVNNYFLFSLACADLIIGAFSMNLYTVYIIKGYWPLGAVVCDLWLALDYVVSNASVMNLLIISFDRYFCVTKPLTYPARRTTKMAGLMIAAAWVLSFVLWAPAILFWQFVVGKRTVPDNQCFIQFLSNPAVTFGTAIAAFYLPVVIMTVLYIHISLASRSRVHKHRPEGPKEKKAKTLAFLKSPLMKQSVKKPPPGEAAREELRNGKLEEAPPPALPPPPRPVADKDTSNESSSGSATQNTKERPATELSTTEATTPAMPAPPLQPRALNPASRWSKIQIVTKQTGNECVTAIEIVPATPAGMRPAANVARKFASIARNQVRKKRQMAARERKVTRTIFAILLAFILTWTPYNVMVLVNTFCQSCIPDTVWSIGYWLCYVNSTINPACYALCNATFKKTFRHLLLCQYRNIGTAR
CHRM4 antagonist: blocks acetylcholine activation of human M4 receptor; hit rate 0.73% among 360,000; CHO-hM4 cells, ACh EC80, Fluo-8 calcium fluorescence; AID 624125; inhibition, % at 3 µM; P08173;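 active means inhibition above its plate's cutoff, the mean inhibition of sample wells plus 3 SD, cut at about 27% in these data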;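 further: 0% = acetylcholine EC80 with DMSO and 100% = DMSO without agonist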
CHO-K1 Ca ag: M1 agonist counterscreen hit in parental CHO-K1 cells. hit rate 0.48% among 360,000. Fluo-8 calcium fluorescence; scaled to maximal ATP response, vehicle zero. AID 602248. activation, % at 3 µM; in the data active means activation above about 15%;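 further: untransfected CHO-K1 host cells lacking M1 receptor as counterscreen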
M5 PAM: positive allosteric modulators of human muscarinic M5 receptor; P08912; CHO-K1 hM5, Fluo-8 calcium, ACh EC20 PAM; 0% = ACh EC20, 100% = ACh EC100; activation, % at 3 µM; hit rate 0.3% among 360,000;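 active means activation above the run cutoff, the mean activation of all test compounds plus 3 SD, cut at about 18% in these data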
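system = human M5 receptor in CHO-K1 cells | compound = one concentration, 3 µM final (nominal) | schedule = Post-acetylcholine fluorescence recording 140 s | signal = Fluo-8 calcium dye fluorescence, kinetic read | benchmarks = low control EC20 acetylcholine (0%), high control EC100 acetylcholine (100%) | repeats = singlicate, one well per test compound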
M5 antag: antagonists of human muscarinic M5 receptor (CHRM5). CHO-hM5 cells, Fluo-8 calcium fluorescence, ACh EC80. inhibition, % at 3 µM. hit rate 0.59% among 360,000. AID 624040;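 active means inhibition above a per-plate cutoff, the mean of that plate's test compounds plus 3 SD, cut at about 27% in these data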;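 further: 0% = acetylcholine EC80 with DMSO and 100% = DMSO without agonist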
M1 PAM parental: M1 PAM counterscreen hit in parental CHO-K1 cells; ATP EC20, Fluo-8 calcium fluorescence; 0% at ATP EC20, 100% at ATP max; activation, % at 3 µM; hit rate 0.02% among 360,000; AID 602247;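 active means activation above the run cutoff, the mean activation of all test compounds plus 3 SD, cut at about 40% in these data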;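 further: peak over basal fluorescence ratio in a 140 s read after ATP addition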
M4 ag: agonists of human muscarinic M4 receptor (CHRM4). CHO-K1 hM4/Gqi5, Fluo-8 calcium fluorescence; vehicle 0%, full acetylcholine response 100%. activation, % at 3 µM. AID 624127. hit rate 0.14% among 360,000. P08173;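 active means activation above the run mean over all test wells plus 3 SD, cut at about 32% in these data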;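 further: peak over basal fluorescence ratio per well then scaled between controls; 0% = DMSO wells and 100% = acetylcholine at EC100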
CHO-K1 Ca antag: nonselective inhibitor or artifact in parental CHO-K1 cells; inhibition, % at 3 µM; hit rate 0.6% among 360,000; ATP-induced calcium, Fluo-8 fluorescence;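 active means inhibition above a per-plate cutoff, the plate's mean sample inhibition plus 3 SD, cut at about 24% in these data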;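 further: 0% = DMSO plus EC80 ATP and 100% = DMSO alone without ATP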
An asterisk follows results filed as active.

Compound,CHRM5 agonist,CHRM4 PAM,CHRM4 antagonist,CHO-K1 Ca ag,M5 PAM,M5 antag,M1 PAM parental,M4 ag,CHO-K1 Ca antag
CCc1nc2c(OCc3ccc(Cl)cc3)cccn2c1N(C)C(=O)c1ccc2c(c1)OCO2,-3,2,-12,0.3,-5,6,-10,1,-8
Cc1ccc(S(=O)(=O)N(C)CC(=O)Nc2nnc(CC(C)C)s2)cc1,0,-7,8,1.2,-1,-9,-28,2,12
CCOC(=O)CCCCCC(=O)Nc1ccc2c(c1)CC(=O)N([C@H](C)CO)C[C@H](C)[C@H](CN(C)S(=O)(=O)c1ccc(OC)cc1)O2,-3,-12,11,0.5,-4,11,5,1,-13
Cc1ccc(C(=O)N[C@H](C(=O)Nc2sccc2C(N)=O)C(C)C)cc1,1,-3,2,1.1,5,-9,12,1,5
NC(=O)C1(N2CCCCC2)CCN(C(=O)CSc2nc3ccccc3[nH]2)CC1,0,5,2,0.0,-1,3,7,0,3
CCC(CC)CN1CCC(CN2C(=S)NC[C@@H]2[C@@H](C)CC)CC1,-1,-4,12,0.9,-1,2,9,1,-15
O=C(NCC1CC1)c1ccc(Nc2nc3ccc(Br)cc3[nH]2)cc1,8,4,-2,-0.1,3,10,-2,4,-1
CCOC(=O)c1ccc(NC(=O)N2CCN(C(=O)C3CCCO3)CC2)cc1 (centres undefined),-4,-2,1,1.1,-4,5,19,1,-10
Fc1ccc(NC(=S)N2CCOCC2)cc1Cl,2,-6,1,1.8,-3,9,-2,4,-8
CCN(CC)CCN(C(=O)CCS(=O)(=O)c1ccccc1)c1nc2c(C)cc(C)cc2s1,-5,-1,-1,2.2,-1,-5,-13,5,12
Cc1ccc(CN2CCN(Cc3ccc4cccc(F)c4n3)CC2CCO)cc1 (centres undefined),-6,-8,2,1.5,-4,7,-8,1,-7
OC1(CN2CCOCC2)C2CN3CCN(C2)CC1(c1ccccc1)C3 (centres undefined),-7,19,-7,-0.3,-3,-13,-5,1,4

Compound profiles, as listed above. Values in the order: CHRM5 agonist, CHRM4 PAM, CHRM4 antagonist, CHO-K1 Ca ag, M5 PAM, M5 antag, M1 PAM parental, M4 ag, CHO-K1 Ca antag
Profile of `O=C(NCC1CC1)c1ccc(Nc2nc3ccc(Br)cc3[nH]2)cc1` : 8, 4, -2, -0.1, 3, 10, -2, 4, -1
Profile of `NC(=O)C1(N2CCCCC2)CCN(C(=O)CSc2nc3ccccc3[nH]2)CC1` : 0, 5, 2, 0.0, -1, 3, 7, 0, 3
Profile of `Cc1ccc(CN2CCN(Cc3ccc4cccc(F)c4n3)CC2CCO)cc1` (centres undefined) : -6, -8, 2, 1.5, -4, 7, -8, 1, -7
Profile of `CCN(CC)CCN(C(=O)CCS(=O)(=O)c1ccccc1)c1nc2c(C)cc(C)cc2s1` : -5, -1, -1, 2.2, -1, -5, -13, 5, 12

Going on with the list:
Compound,CHRM5 agonist,CHRM4 PAM,CHRM4 antagonist,CHO-K1 Ca ag,M5 PAM,M5 antag,M1 PAM parental,M4 ag,CHO-K1 Ca antag
CCC(C)(C)NC(=O)CN(C(=O)CCC(=O)Nc1nccs1)c1ccc(C)cc1,-1,1,9,0.9,1,-4,18,1,-10
CCCCCSc1nnc(-c2ccccc2NC(C)=O)c(=O)[nH]1,1,-10,-6,4.8,-18,11,-6,19,12
CCCc1n(CC(O)COCc2ccccc2)c2ccccc2[n+]1C (centres undefined),-5,-2,-2,-0.1,6,-2,15,1,-4
NC(=O)C1CCN(C(=O)c2ccc(-c3ccccc3Cl)o2)CC1,-1,6,-5,0.2,6,0,24,1,-7
Cc1cccc(C)c1NC(=O)CN(C)S(=O)(=O)c1ccc(-c2ccc(=O)[nH]n2)s1,-3,-1,-2,2.6,-1,12,8,2,-6
O=C(COc1ncnc2cc([N+](=O)[O-])ccc12)NCCc1ccc(Cl)cc1,3,-1,6,6.4,-1,4,13,1,-19
Cc1c(C(=O)OCC(=O)N2CCCC2=O)oc2ccccc12,-4,3,-11,0.6,8,-10,6,3,-4
O=C(Nc1ccc(Cl)cc1)c1cccnc1N1CCCCC1,-3,21,-2,-0.5,-3,-2,-6,-3,-8
Cc1occc1-c1nnc(SCC(=O)Nc2ccccc2)n1C,-6,19,-25,0.5,-2,-3,23,0,-1
Cc1ccccc1OCC(=O)Nc1ccccc1NC(=O)c1ccco1,-2,-5,0,3.6,-2,10,7,1,-12
c1csc(-c2cc(N3CCCCC3)c3ccccc3n2)c1,-4,-1,-4,0.1,10,-11,16,-1,-6
CN(Cc1cccc(Cl)c1Cl)C(=O)c1ccc(NC(=O)CC#N)cc1,-1,-4,3,0.8,-6,10,5,2,-1

Compound,CHRM5 agonist,CHRM4 PAM,CHRM4 antagonist,CHO-K1 Ca ag,M5 PAM,M5 antag,M1 PAM parental,M4 ag,CHO-K1 Ca antag
O=C(CSc1ccccc1)NCc1ccc(F)cc1,-8,-10,5,-0.5,-9,8,-2,0,0
CCOC(=O)N1CCN(C(=O)c2ccc(C)c(S(=O)(=O)N3CCCCC3)c2)CC1,0,1,0,-0.3,-2,-2,-20,0,7
COC(=O)C1=C(C(=O)OC)[C@]2([C@H]3CCCCN[C@@H](Cc4ccccc4)C(=O)N3Cc3ccccc3)C=C[C@H]1O2,-5,-6,11,-0.1,-17,11,-17,0,-5
CC(C)(C)[C@@H]1COC(=O)[C@H](Cc2ccc(F)cc2)C/C=C\C[C@@H](CC(=O)N(CCO)Cc2ccccc2)C(=O)N1,4,-3,1,4.2,-15,11,9,14,-10
COc1ccc(N(CC(=O)NCCSC2CCCCC2)S(=O)(=O)c2ccccc2)cc1OC,-4,-4,11,0.0,-2,-1,-15,0,-2
COc1ccc(CN(CC(=O)NC2CCCC2)C(=O)CCC(=O)Nc2cc(C)on2)cc1,-6,3,2,-0.1,5,2,-7,1,15
N#Cc1cccc(S(=O)(=O)NCc2nnc3ccccn23)c1,-2,7,-1,0.5,-2,12,7,2,-12
COc1ccccc1N1CCN(C(=O)c2cc(-c3ccc(Cl)c(Cl)c3)on2)CC1,3,-2,10,0.3,-6,8,20,1,-19
CCCn1c(=N)c(S(=O)(=O)c2ccccc2)cc2c(=O)n3ccccc3nc21,-7,12,-9,0.2,3,1,15,1,-15
Cc1ccc(S(=O)(=O)N2CCC(C(=O)NNC(=O)c3ccccc3O)CC2)cc1C,1,0,-1,0.2,3,-2,-3,-1,-4
COc1cc(CNCc2ccc(SC)cc2)cc(OC)c1,4,-1,-4,7.9,-3,0,19,9,-8
COc1ccc(/C=C/C(=O)c2ccc[nH]2)cc1OC,1,9,1,0.5,-1,-4,14,2,-8

Fetched one by one from the list above:
Compound,CHRM5 agonist,CHRM4 PAM,CHRM4 antagonist,CHO-K1 Ca ag,M5 PAM,M5 antag,M1 PAM parental,M4 ag,CHO-K1 Ca antag
COc1ccccc1N1CCN(C(=O)c2cc(-c3ccc(Cl)c(Cl)c3)on2)CC1,3,-2,10,0.3,-6,8,20,1,-19
Cc1ccc(S(=O)(=O)N2CCC(C(=O)NNC(=O)c3ccccc3O)CC2)cc1C,1,0,-1,0.2,3,-2,-3,-1,-4

New compounds follow:
Compound,CHRM5 agonist,CHRM4 PAM,CHRM4 antagonist,CHO-K1 Ca ag,M5 PAM,M5 antag,M1 PAM parental,M4 ag,CHO-K1 Ca antag
COc1ccc(S(=O)(=O)N2CCCC(C(=O)NCCC(C)C)C2)cc1 (centres undefined),-2,-5,0,0.6,-6,1,-5,1,0
O=C(NCc1ccccc1)c1cc[n+]([O-])cc1,3,-11,5,7.2,-10,13,10,17,2
COc1ccc(-c2cc(C3CC3)nc3sc(C#N)c(N)c23)cc1,-5,-3,5,0.6,-8,0,15,-2,-9
CCN(CC)CCOc1nc(C)nc2c1oc1ccccc12,-2,5,5,2.0,3,1,11,2,-1
CCN(CC)S(=O)(=O)c1ccc(Cl)nc1,-2,5,1,0.6,-1,10,11,0,-7
Cc1cc(C(=O)c2cnc(/N=C/N(C)C)s2)c(F)cc1Cl,-2,15,-12,4.3,4,0,14,6,-6
COc1ccc(-c2ccc(SCC(=O)Nc3cccc(C(C)=O)c3)nn2)cc1OC,5,-5,4,3.6,-10,11,15,11,-5
O=C(O)c1nn2c(C(F)(F)F)cc(-c3cccs3)nc2c1Cl,-1,7,-4,0.2,-4,-1,10,1,-10
Cn1nc(-c2ccc(Cl)cc2)c2cc(C(=O)NC3CC3)sc21,1,10,-8,-0.2,4,-4,21,1,-5
Cc1c(O)c(CN2CCCCC2)cc2c1oc(=O)c1ccccc12,-5,-2,-7,0.3,-6,6,10,1,-18
O=C(Nc1cccc(-c2cn3ccccc3n2)c1)c1cc2ccccc2oc1=O,2,-8,-1,4.2,-16,0,10,11,-12
CCn1c(SC(C)C)nnc1-c1c[nH]c2ccccc12,-3,-8,1,0.1,-5,2,-6,2,5

Compound,CHRM5 agonist,CHRM4 PAM,CHRM4 antagonist,CHO-K1 Ca ag,M5 PAM,M5 antag,M1 PAM parental,M4 ag,CHO-K1 Ca antag
CCOC(=O)c1c(NC(C)=O)sc2c(O)c(Br)cc(Br)c12,-1,11,2,-0.2,-2,5,5,1,-6
NC1=NC(=O)/C(=C\c2ccc(-c3ccc(Cl)cc3)o2)S1,6,11,5,-0.7,9,2,-4,1,11
COCCNC(=O)C1(C)CCCN(Cc2ccc(-n3ccnc3)cc2)C1 (centres undefined),-1,1,-5,-0.2,-9,10,-1,0,4
CCOC(=O)C1CCN(C(=O)CCn2c(=O)c3cccn3c3cccnc32)CC1,-3,9,-10,1.6,-2,5,7,4,1
N#CCN1CCN(CC(=O)Nc2cccc3ccccc23)CC1,-3,0,4,0.1,-5,-7,-6,1,1
COc1ccc(CNC(=O)Nc2nc(C(N)Cc3ccc(F)cc3)cs2)cc1 (centres undefined),9,-5,19,4.1,2,9,8,18,16
CCOc1ccc(CNC(=O)Cn2nc(C)n3nc(-c4ccccc4)cc3c2=O)cc1,-3,13,-10,0.0,4,-3,19,2,-16

Screening results as filed in PubChem BioAssay.

Compounds as they come; overall some 2.7% were active at least once.
